Screening results as filed in PubChem.
MT1-MMP act inh = MT1-MMP (human) activation inhibition; P50281; HT1080 RFP-PRO-GFP cells, GFP/RFP ratio fluorescence, overnight; percent of plate control window, DMSO zero; GFP/RFP ratio change, % at 20 µM; 0.061% of 360,000 active;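 active means GFP/RFP ratio change of at least 30% with cell ATP level not reduced by more than half and red fluorescence within 50% of control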; further: strong numbers were not always called active
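Assay system: HT1080 RFP-PRO-GFP cells. Benchmarks: DMSO vehicle wells and RFP-L50D-GFP reporter cell wells. Times: overnight cell settling, then overnight compound exposure, 37 °C, 5% CO2. Compound: 20 µM single dose, 1% DMSO. Read-out basis: GFP/RFP fluorescence ratio.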
DNMT1 inh = inhibitors of human DNMT1 | AID 588458 | 0.83% of 360,000 active | P26358 | DNMT1 molecular beacon, Hinp1I cleavage, fluorescence | inhibition (reported as % activation of signal), % at 10 µM; in the data active means inhibition above about 50%
LMPTP block = LMPTP (human) inhibition. P24666. inhibition, % at 20 µM. recombinant LMPTP-A, OMFP fluorogenic substrate, fluorescence intensity. 0.22% of 360,000 active;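 active means compounds that cut the enzyme signal by at least half of the control window in the single-dose screen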;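 further: plate controls were DMSO wells with enzyme plus substrate for no effect and substrate without enzyme for full effect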
Target sequence (P24666 whole entry, looked up): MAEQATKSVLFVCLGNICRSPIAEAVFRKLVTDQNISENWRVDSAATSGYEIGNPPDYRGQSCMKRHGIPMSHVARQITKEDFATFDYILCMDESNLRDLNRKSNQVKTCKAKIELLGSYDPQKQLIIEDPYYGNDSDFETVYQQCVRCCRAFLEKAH
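Assay system: LMPTP-A, protein tyrosine phosphatase of low molecular weight / Medium: pH 6.0 Bis-Tris buffer with DTT and Triton X-100 / Schedule: 50 min enzyme reaction at room temperature, protected from light / Measured by: endpoint fluorescence intensity from OMFP dephosphorylation / Read-out basis: % inhibition relative to no-enzyme and uninhibited control wells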
SKN-1 block = inhibitors of C. elegans SKN-1. C. elegans VP596 Pgst-4::GFP/RFP ratio, acrylamide-induced, 24 h. inhibition, % at 21.8 µM. 0.49% of 360,000 active. AID 624304;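 active means interference check ratio from 0.5 to 1.5 plus GFP to RFP signal ratio inhibition reaching or exceeding a fixed threshold, cut at about 30% in these data, passing the limit was not always enough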; further: some compounds called inactive have numbers as strong as hits
SUMO1-SIM PPI = SUMO1-SIM interaction modulation | P63165 | SUMO1 binding to a labelled peptide, TR-FRET, 1 h | inhibition, % at 20 µM | 0.33% of 360,000 active | AID 602429; in the data active means inhibition above about 37%
Target sequence (P63165 whole entry, looked up): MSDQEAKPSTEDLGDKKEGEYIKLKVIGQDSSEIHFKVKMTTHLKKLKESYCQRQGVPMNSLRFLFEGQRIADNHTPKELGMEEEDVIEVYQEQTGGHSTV
Rpn11 block = blocks the human proteasome subunit Rpn11 | O00487 | human 26S proteasome, Ub4-pepOG fluorescence polarization; 20S core pre-blocked with epoxomicin | calls only at 20 µM | 0.59% of 360,000 active;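 active means inhibition at 20 µM, scaled to each plate's controls, above about 33%, limit read from the data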
Target sequence (O00487 whole entry, looked up): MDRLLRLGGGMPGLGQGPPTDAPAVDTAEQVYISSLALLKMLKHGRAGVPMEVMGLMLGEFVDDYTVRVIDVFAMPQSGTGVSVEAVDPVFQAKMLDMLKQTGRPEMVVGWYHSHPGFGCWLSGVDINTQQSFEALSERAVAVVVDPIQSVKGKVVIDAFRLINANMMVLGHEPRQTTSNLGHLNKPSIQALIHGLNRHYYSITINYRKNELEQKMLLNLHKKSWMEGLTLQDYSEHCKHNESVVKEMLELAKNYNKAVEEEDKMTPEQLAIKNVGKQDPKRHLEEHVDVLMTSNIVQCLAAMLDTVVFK
STEP inh = blocks human striatal-enriched tyrosine phosphatase | P54829 | recombinant STEP, OMFP fluorogenic substrate, fluorescence | inhibition, % at 20 µM | 0.25% of 360,000 active | AID 588621;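 active means inhibition at 20 µM, scaled per plate between control wells, above about 37%, limit read from the data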;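 further: 0% = DMSO with enzyme and substrate and 100% = substrate only without enzyme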
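Material: STEP (striatal-enriched tyrosine phosphatase) enzyme, cell-free; Compound dosing: 20 µM single dose in 1% DMSO; Technique: fluorescence read at 480 nm ex / 540 nm em; Times: reaction 20 min, ambient temperature; Medium: 50 mM Bis-Tris pH 6.0 with 2.5 mM DTT and 0.005% Tween 20; Also added: OMFP at 25 µM.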
Scp-1 inhibitor = inhibitors of human Scp-1 phosphatase; Q9GZU7; Recombinant Scp1, phosphopeptide, malachite green phosphate absorbance; inhibition, % at 20 µM; 0.88% of 340,000 active; AID 493091;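 active means inhibition above about 50% at 20 µM, limit read from the data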;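 further: plate controls were DMSO wells with enzyme for no effect and wells lacking enzyme for full effect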
Target sequence (Q9GZU7 76-261 limits assumed): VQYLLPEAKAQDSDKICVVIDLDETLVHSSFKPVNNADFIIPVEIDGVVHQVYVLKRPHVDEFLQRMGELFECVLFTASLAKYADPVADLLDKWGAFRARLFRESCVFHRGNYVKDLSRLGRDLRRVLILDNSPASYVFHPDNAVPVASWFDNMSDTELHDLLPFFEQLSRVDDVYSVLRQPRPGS
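assay system = SCP-1 phosphatase catalytic domain, residues 76-261 | buffer or medium = 50 mM Tris acetate pH 5.5, 0.005% Tween-20, 10 mM MgCl2 | incubation = enzyme reaction 45 min at room temperature, colour 5 min, stabilisation 30 min | signal = Phosphate-binding colour reagent, absorbance read at 630 nm | measure = % inhibition at 20 µM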
CendR NRP1 mod = modulators of CendR peptide binding to human neuropilin-1; inhibition, % at 25 µM; FAM-RPARPAR peptide binding to NRP-1, fluorescence polarization; 0.85% of 360,000 active;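 active means inhibition or corrected inhibition above about 18%, plus a signal ratio from 0.5 to 1.5, limit read from the data, passing the limit was not always enough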; further: strong numbers were not always called active
NadD inh = NadD (S. aureus) enzyme inhibition; AID 602399; 0.78% of 360,000 active; inhibition, % at 20 µM; purified NadD enzyme, colorimetric absorbance read-out; in the data active means inhibition above about 26%; further: some compounds past the cut are filed as inactive
* hit, by the source's call; i = inactive; x = not tested or not shown. Rows are unselected; any-hit rate near 3.9%.

Fields – SUMO1-SIM PPI, LMPTP block, NadD inh, DNMT1 inh, SKN-1 block, Rpn11 block, CendR NRP1 mod, Scp-1 inhibitor, MT1-MMP act inh, STEP inh
> COc1ccc(CNC(=O)C(CCSC)NS(=O)(=O)c2ccccc2F)cc1 (configuration not stated)
→ -1, -0.8, 0, -3, 4, i, 7, -3, -3, -2
> Cc1cc(Cl)c(S(=O)(=O)Nc2ccc3c(c2)OCCO3)cc1OCC(N)=O
→ 3, 0.7, 4, -1, 24, i, -4, -6, 6, 2
> O=C(Nc1ccon1)c1cccc(C(F)(F)F)c1
→ -3, 0.0, -1, -1, 21, i, -10, -3, 2, -5
> O=C(CSc1ncnc2sc3c(c12)CCCC3)NC1CCS(=O)(=O)C1 (configuration not stated)
→ 2, -1.2, -1, 0, 3, i, 1, -2, 2, 5
> O=C(CN1C2CCCC1CC(NC(=O)c1ccco1)C2)Nc1ccccc1C(F)(F)F (configuration not stated)
→ -2, 1.3, -1, -2, 6, i, -6, -5, 5, -2
> CN(C)CCNC(=O)CCn1nc(-c2ccc(Cl)cc2)ccc1=O
→ -13, -2.2, -6, 0, -7, i, 1, -16, 2, 2
> COc1ccccc1CNC(=O)/C=C/c1ccc(Br)o1
→ 72*, 46, 32*, 91*, 1, i, -12, -1, -4, 5
> CCOC(=O)N=Nc1c(O)n(Cc2ccccc2)c2ccccc12
→ -23, -0.4, -3, 1, 7, i, 3, -9, 8, 4
> Cc1ccc(NS(=O)(=O)c2ccc(CCC(=O)N3CCCC3)cc2)cc1
→ -4, -0.4, -2, 0, 0, i, 5, -5, -7, 0
> NNC(=O)CC12CC3CC(C1)CC(n1ncnn1)(C3)C2
→ -3, 0.0, -5, 0, 6, i, -5, -1, 2, -1
> CN(C(=O)c1sc2nc(N3CCOCC3)c3c(c2c1N)CCCC3)c1ccccc1
→ 1, 1.8, 6, -17, -11, i, 7, 0, -5, -2
> CCN(CC)CCNC(=O)c1ccc(NC(=O)c2ccc(S(=O)(=O)N3CCCCCC3)cc2)cc1
→ -4, 0.4, -12, 6, 20, i, 2, -3, 4, 0
> CCOC(=O)c1c(C)[nH]c(C)c1S(=O)(=O)NCCN1CCN(c2ccccc2F)CC1
→ -1, -0.4, -8, 2, -16, i, 10, -1, 0, -1
> COc1ccc(-c2oc3ncn(CCN4CCOCC4)c(=N)c3c2-c2ccc(OC)cc2)cc1
→ -13, 3.3, -3, -4, 4, i, 7, -5, -7, 0
> Cc1ccccc1C1NC(c2ccccc2C)C([N+](=O)[O-])C(C)(C)C1[N+](=O)[O-] (configuration not stated)
→ 5, 1.9, 0, 0, 4, i, 13, -3, 0, 3
> O=C(Nc1cccc(C(=O)O)c1)/C(=C/c1ccc2c(c1)OCO2)NC(=O)c1cccc(Br)c1
→ -4, -0.1, 10, -5, -7, i, -3, -9, -1, 0
> Cc1csc(SCC(=O)Nc2cccc(S(=O)(=O)N3CCOCC3)c2)n1
→ -2, -2.5, -10, -5, 10, i, 1, -10, 3, -3
> O=S(=O)(c1ccc(F)cc1)n1ccc2cccnc21
→ -1, -0.8, -8, -1, -20, i, 1, -2, -3, 0
> Cc1cccc(-c2nc(CS(=O)CC(=O)NC3CCCCC3)c(C)o2)c1 (configuration not stated)
→ 3, -0.4, -2, -1, 12, i, 12, -8, 1, 2
> COc1ccc(S(=O)(=O)N2CCOCC2)cc1NC(=O)CCCOc1ccc(C(C)=O)cc1
→ -1, -1.5, 0, -1, 18, i, -7, x, -2, -2
> Cc1[nH]c(C)c(S(=O)(=O)N2CCN(c3ccccc3F)CC2)c1C(=O)N1CCCC1
→ -1, 0.6, -3, -2, 1, i, 14, -3, -1, -2
> Cc1nc(-c2ccc(F)cc2)c(CC(=O)N(C)CC(=O)Nc2ccccc2Cl)s1
→ -24, -10, 2, -6, 3, i, 12, 1, 4, -2
> CCCC(=O)Nc1ccc(S(=O)(=O)N2CCCC2)cc1
→ 0, -1.4, -6, 9, 0, i, -13, 4, x, -1
> COc1cc(C)c(Cl)cc1S(=O)(=O)NCCCN1CCOCC1
→ -3, -0.4, -4, 1, 4, i, -4, -4, x, 20
> CCOP(=O)(OCC)c1nc(-c2cccc3ccccc23)oc1NCc1ccc(OC)cc1
→ -3, 6.0, 3, -15, 2, i, -4, 3, -10, -1
> Cc1csc(SC(C)C(=O)NCC2CCCO2)n1 (configuration not stated)
→ -1, 0.9, 2, 4, 6, i, -3, -4, -15, -1
> COc1ccccc1NC(=S)N1CCOCC1
→ 0, -1.3, 8, -3, 6, i, -4, -8, 5, -2
> CCOC(=O)c1ccc2c(c1)nc(COc1ccc3ccccc3c1)n2CC
→ 0, 8.9, 13, -10, 0, i, -1, 2, 1, 2
> Nc1c(C(=O)Nc2ccc(Br)cc2)sc2nc(N3CCOCC3)c3c(c12)CCCC3
→ 2, -0.8, 16, 50*, 19, i, -7, x, 5, -4
> COc1ccc(N2c3ccccc3CN(Cc3ccccc3)[C@@H](C)[C@H]2Cc2c(C)cccc2C)cc1
→ -2, 2.4, x, x, -1, x, 11, x, -8, x

Fields – SUMO1-SIM PPI, LMPTP block, NadD inh, DNMT1 inh, SKN-1 block, Rpn11 block, CendR NRP1 mod, Scp-1 inhibitor, MT1-MMP act inh, STEP inh
> O=C1/C(=C\c2ccccc2)CCC/C1=C/c1ccccc1
→ -4, 2.0, -9, 38, 27, i, 16, -16, -3, -2
> CC(=O)NCCc1ccc(S(=O)(=O)Nc2cccnc2)cc1
→ -3, 0.1, -3, 2, 2, i, 5, -5, 2, -1
> CC(C)Oc1cccc(C(=O)C2CCCN(Cc3cccn3-c3ccccn3)C2)c1 (configuration not stated)
→ -5, -1.1, 5, -2, -2, i, 3, 9, -2, -3
> CCOC(=O)C(C)n1cnc2c1c(=O)[nH]c(=O)n2C (configuration not stated)
→ 2, -6.8, 2, 5, -7, i, -4, -6, 2, -1
> O=C(CCCn1c(=O)oc2ccccc21)N1CCN(c2ccc(F)cc2)CC1
→ 0, -0.9, -5, -1, -10, i, -2, -5, -11, 2
> COc1cccc(COC(=O)C2CC(=O)N(Cc3ccco3)C2)c1OC (configuration not stated)
→ 4, 0.7, -1, 1, -19, i, -6, 1, 5, 1
> COc1cccc(CNC(=O)CSc2nc3ccc(C)cc3[nH]2)c1
→ 3, 0.7, -10, 2, -12, i, 8, -4, 1, 0
> CCOc1ccccc1N(C)S(=O)(=O)c1ccc2c(c1)CC(C)N2C(=O)C1CC1 (configuration not stated)
→ 2, -0.3, -7, -2, 12, i, 0, 7, -1, 0
> CSCCC1NC(=O)N(CC(=O)Nc2ccc(N3CCCCC3)cc2)C1=O (configuration not stated)
→ -4, 0.3, 1, -3, 0, i, -5, -10, -5, 0
> O=C(COc1ccc(Br)cc1CNCCCN1CCOCC1)Nc1ccccc1
→ 2, -2.2, -3, -4, 10, i, -1, -8, 8, 2
> CCc1ccccc1NC1=NCC(=O)N1C1CCCCC1
→ 3, -1.6, -1, 0, 13, i, 1, -5, 9, -2
> CCC(C)[C@H](NC(=O)N1CCCCCC1)C(=O)OC (some centres not stated)
→ 5, -2.3, -3, -2, -1, i, 9, -8, -3, 2
> COC(=O)c1ccccc1NC(=O)CSc1nc2ccccc2c(=O)[nH]1
→ 4, -1.2, -2, 2, -20, i, -4, 0, -5, 1
> CCn1c(/C=C/c2c(C)[nH]c3ccccc23)nc2ccccc2c1=O
→ -13, -1.7, 0, 4, 2, x, -28, -4, -11, -5
> NS(=O)(=O)c1cccc(NC(=O)COC(=O)/C=C/c2nc3ccccc3s2)c1
→ -32, 0.4, -3, 4, 13, i, -15, -1, 6, 1
> Cc1ccc(NC(=O)CSc2nc3ccccc3c(=O)n2Cc2cccs2)cc1
→ 1, -0.2, 6, 17, 8, i, 3, -2, -1, 2
> CCOc1ccc(S(=O)(=O)N(C)CC(=O)N2CCN(CC)CC2)cc1
→ 0, -1.7, -3, 2, -4, i, 10, -2, 1, 0
> Cc1ccc([N+](=O)[O-])cc1NC(=O)Cc1cccs1
→ -12, 26, 4, 81*, 1, i, 12, 67*, 2, 0

With a hit mark in DNMT1 inh, of those listed so far:
Fields – SUMO1-SIM PPI, LMPTP block, NadD inh, DNMT1 inh, SKN-1 block, Rpn11 block, CendR NRP1 mod, Scp-1 inhibitor, MT1-MMP act inh, STEP inh
> COc1ccccc1CNC(=O)/C=C/c1ccc(Br)o1
→ 72*, 46, 32*, 91*, 1, i, -12, -1, -4, 5
> Nc1c(C(=O)Nc2ccc(Br)cc2)sc2nc(N3CCOCC3)c3c(c12)CCCC3
→ 2, -0.8, 16, 50*, 19, i, -7, x, 5, -4
> Cc1ccc([N+](=O)[O-])cc1NC(=O)Cc1cccs1
→ -12, 26, 4, 81*, 1, i, 12, 67*, 2, 0

Exported in CSV form: entries from further up.
Molecule,SUMO1-SIM PPI,LMPTP block,NadD inh,DNMT1 inh,SKN-1 block,Rpn11 block,CendR NRP1 mod,Scp-1 inhibitor,MT1-MMP act inh,STEP inh
O=C(COc1ccc(Br)cc1CNCCCN1CCOCC1)Nc1ccccc1,2,-2.2,-3,-4,10,i,-1,-8,8,2
CCc1ccccc1NC1=NCC(=O)N1C1CCCCC1,3,-1.6,-1,0,13,i,1,-5,9,-2
CCC(C)[C@H](NC(=O)N1CCCCCC1)C(=O)OC (some centres not stated),5,-2.3,-3,-2,-1,i,9,-8,-3,2
COC(=O)c1ccccc1NC(=O)CSc1nc2ccccc2c(=O)[nH]1,4,-1.2,-2,2,-20,i,-4,0,-5,1
CCn1c(/C=C/c2c(C)[nH]c3ccccc23)nc2ccccc2c1=O,-13,-1.7,0,4,2,x,-28,-4,-11,-5
